DT40 TDP1 CPT = qHTS for Inhibitors of human tyrosyl-DNA phosphodiesterase 1 (TDP1): qHTS in cells in presence of CPT | Potency, µM (doses to about 46.2 µM), for the others: at the highest dose activity change, negative = growth inhibition, actives largely listed as inhibitors | 420,000 compounds, 12% hits | AID 686979, 2013 | chicken DT40 Tdp1-/-;hTDP1 cells + 20 nM CPT, ATP luminescence, 48 h; also: nearly all actives have a fitted effect of over 55% in size
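Chicken DT40 Tdp1-/- cells stably complemented with human TDP1 were seeded at 400 cells/well in medium containing 20 nM camptothecin, exposed to pin-transferred compounds, and grown at 37 °C for at least 48 hr. Viability was read as ATP luminescence.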
TDP1 block = qHTS Assay for Inhibitors of Tyrosyl-DNA Phosphodiesterase (TDP1); Potency, µM (titrated, usually from 130 µM), without a hit: at the highest dose activity change, negative = inhibition, most hits filed as inhibitors; Tyrosyl-DNA phosphodiesterase 1 (Homo sapiens), Q9NUW8; recombinant TDP1, AlphaScreen DNA substrate cleavage; 350,000 compounds, 0.28% hits; also: nearly all actives have a fitted effect of over 40% in size
Target sequence (Q9NUW8 whole entry, looked up): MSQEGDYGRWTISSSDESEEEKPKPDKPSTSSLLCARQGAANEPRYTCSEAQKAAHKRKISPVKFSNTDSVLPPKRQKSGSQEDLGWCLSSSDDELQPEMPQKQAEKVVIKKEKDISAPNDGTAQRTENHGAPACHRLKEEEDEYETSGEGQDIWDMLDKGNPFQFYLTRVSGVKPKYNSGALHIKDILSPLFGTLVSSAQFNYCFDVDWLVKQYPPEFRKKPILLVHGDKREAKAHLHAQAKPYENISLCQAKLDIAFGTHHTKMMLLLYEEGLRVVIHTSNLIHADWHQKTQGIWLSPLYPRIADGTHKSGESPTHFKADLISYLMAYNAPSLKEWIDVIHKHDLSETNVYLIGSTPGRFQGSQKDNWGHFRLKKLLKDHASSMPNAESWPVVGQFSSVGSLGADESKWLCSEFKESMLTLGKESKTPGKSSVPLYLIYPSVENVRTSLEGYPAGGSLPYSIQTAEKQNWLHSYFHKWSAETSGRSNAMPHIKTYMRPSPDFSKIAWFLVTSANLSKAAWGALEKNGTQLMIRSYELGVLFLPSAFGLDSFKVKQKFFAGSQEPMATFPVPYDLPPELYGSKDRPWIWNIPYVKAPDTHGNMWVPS
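Compounds were preincubated with Tdp1 (1 nM final) for 15 min at room temperature before substrate (15 nM final) started a 5 min reaction; beads (10 ug/ml final) were then added for 10 min before AlphaScreen detection.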
DT40 TDP1 no CPT = qHTS for Inhibitors of human tyrosyl-DNA phosphodiesterase 1 (TDP1): qHTS in cells in absence of CPT. DT40 Tdp1-/- hTDP1 cells, no CPT, ATP luminescence, 48 h. Potency, µM (top dose mostly 46.2 µM), without a hit: at the top dose activity change, negative = growth inhibition, most hits filed as inhibitors. 420,000 compounds, 15% hits. AID 686978, 2013; also: nearly all actives have a fitted effect of over 55% in size
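Chicken DT40 Tdp1-/- cells stably complemented with human TDP1 were seeded at 400 cells/well with DMSO in place of 20 nM camptothecin. After compound pinning, cells grew at least 48 hr at 37 °C; viability read by CellTiter-Glo luminescence.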
Numbers without * were called inactive; ? = inconclusive; . = no result given; & = joins results of further samples; [ ] = another dose, or the depositor's remark. Calls follow the shape of the dose curve; as a rule, active = well fitted curve in the direction sought with a large enough effect; inconclusive = small, poorly fitted or top-dose-only effect, or another doubt; inactive = no such curve, though single readings can be large; an effect the other way counts as inactive or inconclusive. % is scaled to controls: 0 for no effect and ±100 for the full control effect; potency is read from the fitted curve at half-maximal effect.

Order of values: DT40 TDP1 CPT	TDP1 block	DT40 TDP1 no CPT
COc1ccc2c(c1)c(=O)c(C(=O)c1ccc(C)c(C)c1)cn2CC(=O)Nc1ccc2c(c1)OCCO2
→ -23%	1%	?
Cc1[nH]nc(C(F)(F)F)c1CCC(=O)NC1CCCCCC1
→ 1%	0%	-1%
NC(=O)CC(NC(=O)Cc1ccc(Br)cc1)c1ccc(N2CCN(c3ccccc3)CC2)c([N+](=O)[O-])c1 (centres undefined)
→ 16µM*	1%	?
CC(C)(C)NC(=O)/C(=C\c1ccccc1F)NC(=O)c1ccc([N+](=O)[O-])cc1
→ -15%	5%	2%
Cc1c(Cl)cccc1NC(=S)N(Cc1cccnc1)Cc1ccccc1Cl
→ -3%	4%	?
O=C(NC(=S)Nc1ccc(S(=O)(=O)Nc2nccs2)cc1)C1CC1
→ -11%	3%	13%
CCCCC(=O)Nc1ccc(C(=O)N2CCC(C(=O)OCC)CC2)cc1
→ -5%	2%	0%
CCOC(=O)N1CCN(c2ccc(S(=O)(=O)N3CCC(C)CC3)cc2[N+](=O)[O-])CC1
→ 21µM*	2%[56.1 µM]	13µM*
Cc1cc(C)c(S(N)(=O)=O)c(C)c1N(C)S(=O)(=O)c1ccc(Cl)cc1
→ ?	4%	?
O=C(c1ccc2c(c1)N(Cc1ccccc1)C(=O)c1ccccc1S2(=O)=O)N1CCOCC1
→ 6%	7%	-17%
O=c1c2ccccc2cnn1Cc1n[nH]c(=S)n1-c1ccc(F)cc1
→ -3%	-4%	12%
COc1ccc(C(C(=O)NC(C)(C)C)N(C(=O)Cn2nnc3ccccc32)c2cccc(C(C)=O)c2)cc1O (centres undefined)
→ -3%	-3%	-13%
NC1=NC(c2cccc(Cl)c2)n2c(nc3ccccc32)N1 (centres undefined)
→ 3%	3%	-21%
C/C(=N\NC(=O)OC(C)(C)C)c1ccccc1Br
→ -8%	0%	-17%
CCn1c(=O)cc(OCC(=O)NCc2cccs2)c2ccccc21
→ -26%	2%	?
CCOC(=O)c1c(S(=O)(=O)N(C)C2CCCCC2)c(C)n(C)c1C
→ -27%	6%	-19%
CC(NC(=O)Nc1ccc(Br)cc1)C(C)(C)C (centres undefined)
→ ?	5%	?
O=C(CN(c1ccccn1)S(=O)(=O)c1ccc(F)cc1)Nc1ccc(F)cc1F
→ ?	-2%	-3%
CCOC(=O)C1(C)C=C(Nc2ccc(OCC)cc2)C(=O)N1c1ccccc1 (centres undefined)
→ ?	5%	?
Cc1cc(NC(=O)C2CCCN(S(=O)(=O)c3cccc4nonc34)C2)ccc1Br (centres undefined)
→ ?	2%	16µM*
O=C(c1ccc(CSc2nc3ccncc3[nH]2)cc1)N1CCCCCC1
→ ?	.	?
Cc1ccc(-c2nc3c(Cl)cc(C(F)(F)F)cn3c2Cc2cccc(Cl)c2)cc1
→ ?	.	?
COc1cccc(N=CC2=C(O)CC(C)(C)CC2=O)c1
→ 5%	3%	?
COc1cc(=O)n2c(c1C(=O)NCc1ccco1)CCN(Cc1cccc(C(F)(F)F)c1)CC2
→ 17%[9.04 µM]	.	-1%
COc1ccc(OCc2nc(-c3ccc(OC)c(OC)c3)no2)cc1
→ 16µM*	.	?
COCCN(CCOC)c1nc(N)c2c(N)nc3c(c2c1C#N)CC(=O)N3Cc1ccc(Cl)cc1
→ -7%	3%	-26%
O=Cc1ccc(-c2cccc(C(=O)O)c2)o1
→ 6%	45µM*	-13%
CCn1c(SCC(=O)N(C)C2CCS(=O)(=O)C2)nnc1-c1cccs1 (centres undefined)
→ 3%	5%	10%
COC(=O)[C@@H](Cc1c[nH]c2ccccc12)NC(=O)CCC(=O)c1ccc(Br)cc1
→ -8%	.	1%
COc1ccc(S(=O)(=O)NCCSCc2cccs2)cc1
→ -24%	4%	-12%
COc1cc(N(C)C)c(OC)cc1C=C1C=CC=C1
→ ?	.	?
O=S(=O)(Nc1cccc(-n2cnnn2)c1)c1ccc(Cl)nc1
→ 6%	4%	9%
COc1ccccc1CN1CCCC(CN(CCN(C)C)C(=O)C2CCCC2)C1 (centres undefined)
→ -2%	.	1%
CCc1ccc(C(=O)COC(=O)CNC(=O)COc2ccccc2)cc1
→ 15%&18%	0%&3%	-4%&-17%
CN(C)c1ccc(/C=C/c2c(Cl)cnc3ccccc23)cc1
→ 11µM*	.	11µM*
CCc1ccc(C(O)c2ncc(-c3cccc(C)c3)[nH]2)cc1 (centres undefined)
→ ?	.	?
COc1ccc(C(=O)Nc2cccc(C(=O)N3CCCCC3)c2)cc1
→ -11%	4%	-15%
CSc1sc(C)cc1C1C(C#N)=C(N)N(c2cccnc2)C2=C1C(=O)CCC2 (centres undefined)
→ 12µM*	1%	12µM*
CCC(=O)Nc1nc2nc(-c3ccccc3)cc(=O)n2[nH]1
→ 6%	3%	5%
Cc1nn(Cc2ccccc2)c(C)c1NC(=O)Cn1nc([N+](=O)[O-])c(Cl)c1C
→ 3%	2%	-6%
CCOC(=O)c1cc2c(s1)-c1ccccc1CC2
→ -9%	.	-17%
COc1ccccc1/C=N/NC(=O)c1ccccc1Cl
→ 11%	0%	7%
CSc1ccccc1OCc1cc(C(=O)N2CCCC2c2nonc2C)no1 (centres undefined)
→ 23µM*	1%	21µM*
CCCc1nnc(SCC(=O)Nc2cc(C)on2)n1CCOC
→ 21%	0%	-3%
CCN(Cc1ccccc1)C(=O)CN1C(=O)COc2ccc(S(=O)(=O)NC3CCCC3)cc21
→ 16µM*	1%&10%	?
Cc1c(C#N)c(N=CN(C)C)c(C(=O)c2ccccc2)n1-c1ccccc1
→ ?	2%	-2%
COc1cccc(C(c2sc3nc(-c4ccco4)nn3c2O)N2CCN(C)CC2)c1 (centres undefined)
→ 0%	5%	-19%
CNCCN(C)c1nc(-c2cccs2)nc2ccccc12
→ ?	-3%	22µM*
O=c1cc(-c2ccc(O)c(O)c2)oc2ccccc12
→ ?	8%	?
CCN(CC(=O)NCc1cccs1)C(=O)CCc1c[nH]c2ccccc12
→ 5%	5%	-23%
O=C(Nc1ccc(NC(=O)c2ccccc2Cl)nc1)c1ccncc1
→ ?	3%	?
Cc1nn(S(=O)(=O)c2ccccc2)c(C)c1S(=O)(=O)N1CCC(C)CC1
→ -17%&-6%	4%&4%	?
COc1c(OC(C)=O)ccc(/C=C/c2ccc3ccccc3n2)c1[N+](=O)[O-]
→ ?	6%	?
C/C(=N\NC(=O)c1ccc(NS(=O)(=O)c2cccs2)cc1)c1ccncc1
→ 6%	2%	0%
Cc1ccc(Cl)cc1NC(=O)c1cnn2c(C(F)F)cc(-c3ccccc3)nc12
→ -13%	5%	-17%
CCOC(=O)N1CCN(C(=O)C[C@@H]2C[C@@]3(C(=O)OC)CCCCC=C3N(CCC3=CCCCC3)C2=O)CC1
→ ?	.	16µM*
COc1ccc(NC(=O)CN2CCN(CC(=O)Nc3ccc(OC)cc3)CC2)cc1
→ -13%	8%	0%
CCOC(=O)N1CCN(Cc2cc(=O)oc3ccc(Cl)cc23)CC1
→ -28%	5%	?
O=C(NN=C(c1ccccc1)c1ccccc1)C(CCl)C1CCCCC1 (centres undefined)
→ -1%	0%	-14%
COc1ccc(-c2cc(N)n(S(=O)(=O)c3ccc(F)cc3)n2)cc1OC
→ 18µM*	4%	12µM*

Single records, as listed above. Order of screens: DT40 TDP1 CPT | TDP1 block | DT40 TDP1 no CPT
Cc1nn(S(=O)(=O)c2ccccc2)c(C)c1S(=O)(=O)N1CCC(C)CC1 is listed with -17%&-6% | 4%&4% | ?
O=C(Nc1ccc(NC(=O)c2ccccc2Cl)nc1)c1ccncc1 is listed with ? | 3% | ?
COc1c(OC(C)=O)ccc(/C=C/c2ccc3ccccc3n2)c1[N+](=O)[O-] is listed with ? | 6% | ?

The listing continues.
Order of values: DT40 TDP1 CPT	TDP1 block	DT40 TDP1 no CPT
CC(C(=O)N1CCCC1)N1CCN(S(=O)(=O)c2ccccc2)CC1 (centres undefined)
→ -15%	-1%	-2%
CCN(CC(=O)NCc1cccs1)S(=O)(=O)c1ccccc1Cl
→ -28%	5%	?
CNc1ncnc2ccc(-c3ccccc3C)cc12
→ 13µM*	.	23µM*
O=C(c1ccoc1)N1CCC2(CC1)Oc1ccc(Cl)cc1C(=O)C21CC(c2ccccc2)=NO1 (centres undefined)
→ ?	-2%	?
O=C(CSc1nc2ccccc2o1)N/N=C/c1ccc(C(=O)O)cc1
→ -5%	4%	-6%
CCc1cccc(N=c2c([N+](=O)[O-])nn(-c3ccc4c(c3)OCCO4)n2O)c1
→ 1.8µM*	10%	3.3µM*
COc1ccccc1NC1=NC2(CCCC2)N=C(N)N1
→ -13%	9%	-24%
Cc1cc(C)c(C#N)c(SCc2[nH]nc3c2C(c2ccccc2)C(C#N)=C(N)O3)n1 (centres undefined)
→ -4%	8%	-2%
Nc1cc(=O)[nH]c(SCC(=O)Nc2ccccc2Sc2ccccc2)n1
→ ?	3%	?
CC(C)C(NC(=O)CNC(=O)OC(C)(C)C)C(=O)NCc1ccc(Cl)cc1 (centres undefined)
→ 14%	0%	10%
CCOC(=O)CSC1=NN2CCS(=O)(=O)N=C2S1
→ 23%	1%	-1%
Cc1ccc(Cl)cc1NC(=O)CCNC(=O)N1CC(=O)Nc2ccccc21
→ 14%	1%	30%[activator]
CCOc1ccc(Cl)cc1CNCCNCC(C)O (centres undefined)
→ -31%	-5%	-11%
COc1ccc(NC(=O)Cn2c(=O)n(CC(=O)NCCc3ccccc3)c(=O)c3ccccc32)cc1
→ -17%	-5%	-19%
COc1cc2c(cc1OC)C(COc1ccccc1OC)N(C(=O)C(C)C)CC2 (centres undefined)
→ 11%	4%	-12%
Cc1ccccc1C(=O)N/N=C1/SCC(=O)N1Cc1ccc2c(c1)OCO2
→ -6%	-1%	-5%
COc1ccccc1NC(=O)NCc1ccccc1F
→ ?	5%	18%
O=C(CSc1nc2ccccc2c(=O)n1CCCN1CCOCC1)Nc1ccccc1OC(F)F
→ 18µM*	1%	21µM*
Cn1c(SCC(=O)Nc2cccc(F)c2)nnc1-c1cccnc1
→ -9%	3%	-3%
CN(C)CCCn1c(SCC(=O)Nc2sc3c(c2C#N)CCCC3)nnc1-c1ccncc1
→ 3%	1%	-10%
CCOCC(=O)N1CCN(c2ccc([N+](=O)[O-])cc2)CC1
→ ?	0%	?
Cc1ccc(-n2ncc3c2CC(C)(C)CC3NC(=O)CCc2cnn(C)c2)cc1 (centres undefined)
→ ?	2%	?
O=C(COc1ccccc1)N1CCN(C(=O)c2ccco2)CC1
→ 1%	-2%	-8%
COc1ccc(C(=O)C(=O)N2CCN(c3ccc(C)cc3)CC2)cc1OC
→ ?	.	?
O=C(Nc1cccc(C(=O)N2CCN(c3ccccc3)CC2)c1)c1nsc2ccccc12
→ ?	5%	?
CCN(CC)C(=O)C[n+]1ccc(C(N)=O)cc1
→ -22%	2%	9%
CC(C)(C)c1ccc(/C=C/C(=O)N2CCN(c3ncccn3)CC2)cc1
→ ?	0%	?
O=C(COC(=O)c1ccc[n+]([O-])c1)Nc1ccc([N+](=O)[O-])cc1C(F)(F)F
→ -26%	0%	-25%
CC(=O)O[C@H]1C[C@@H]2CC[C@@H]3[C@H](CC[C@@]4(C)[C@H]3C[C@H]([N+]3(C)CCCCC3)[C@@H]4OC(C)=O)[C@@]2(C)C[C@@H]1N1CCCCC1
→ -17%	.	3%
O=c1ccn(-c2cccc(C(F)(F)F)c2)nc1-c1ccn(-c2cccc(Cl)c2)n1
→ ?	6%	?
CC(C)(C)c1ccc(C(=O)NC2(C(F)(F)F)C(=O)Nc3c2c(=O)[nH]c(=O)n3-c2ccccc2)cc1 (centres undefined)
→ 8%	-1%	2%
C/C=C(\C)C(=O)Nc1cccc(C2=NOC3(C2)C[C@H](C(N)=O)N(C(=O)CC#N)C3)c1 (some centres undefined)
→ 0%	1%	-2%

Reformatted field by field: entries from further up.
Cc1ccccc1C(=O)N/N=C1/SCC(=O)N1Cc1ccc2c(c1)OCO2
  DT40 TDP1 CPT: -6%	TDP1 block: -1%	DT40 TDP1 no CPT: -5%
O=c1ccn(-c2cccc(C(F)(F)F)c2)nc1-c1ccn(-c2cccc(Cl)c2)n1
  DT40 TDP1 CPT: ?	TDP1 block: 6%	DT40 TDP1 no CPT: ?
CC(C)(C)c1ccc(/C=C/C(=O)N2CCN(c3ncccn3)CC2)cc1
  DT40 TDP1 CPT: ?	TDP1 block: 0%	DT40 TDP1 no CPT: ?
Cn1c(SCC(=O)Nc2cccc(F)c2)nnc1-c1cccnc1
  DT40 TDP1 CPT: -9%	TDP1 block: 3%	DT40 TDP1 no CPT: -3%

Screens (PubChem BioAssay)
